Bioassay records as filed in PubChem BioAssay.
Dicer inh = human Dicer pre-microRNA cleavage inhibition; Q9UPY3; cat-ELCCA pre-miR-21 Dicer processing, chemiluminescence; hits give high values; z-score at 25 µM; 47,000 compounds, 6% hits; in the data active = z-score above about 3, passing the limit was not always enough;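 also: plate controls were vehicle for no effect and no enzyme for full effect; higher signal means more uncleaved substrate so more Dicer inhibition; strong numbers were not always called active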
Starred values were filed as active, the others as inactive. Only part of the results is shown. The share of hits here may be higher or lower than overall.

Molecule | Dicer inh
CNC(=O)NC1CCCCc2sccc21 (stereo not drawn) | -0.54
CC1C/C(=N\NC(N)=S)c2cc(Cl)ccc2S1 (stereo not drawn) | -1.03
O=C(O)Cn1c(SCCOc2ccccc2)nc2ccccc21 | -0.55
CC1=C(C(=O)Nc2ccccc2)C(c2ccccc2)C2=C(N1)c1ccccc1C2=O (stereo not drawn) | -0.29
CC1=NN(c2ccc(C(=O)O)cc2)C(=O)C1 | -2.24
CCCn1c(=O)c(C#N)cn(C2CC2)c1=O | -0.77
COC(=O)C1=C(C)NC2=C(C(=O)c3ccccc32)C1c1ccc(O)c(Cl)c1 (stereo not drawn) | -0.07
Cc1cc(Br)cc(Cl)c1OC(=O)c1ccno1 | 23.9
Cc1ccc(C(=O)CC2(O)C(=O)N(CN3CCCCC3)c3ccc(Br)cc32)cc1 (stereo not drawn) | 0.51
O=C(CN1CCN(Cc2ccc3c(c2)OCO3)CC1)N1c2ccccc2Sc2ccccc21 | -0.45
COC(=O)c1c(-c2c(Cl)cccc2Cl)noc1C(=O)N/N=C/c1c(Cl)cccc1Cl | 0.1
COc1ccc(C(=O)N=C(N)COc2ccccc2Cl)cc1 | -0.3
OC(CCN1CCCCC1)(c1ccccc1)C1C[C@@H]2C=C[C@H]1C2 (stereo partly drawn) | -0.67
CC1(C)CC(=O)C(C(C2=C(O)CC(C)(C)CC2=O)c2cc(Br)ccc2O)C(=O)C1 (stereo not drawn) | -0.06
COc1cc(NC(=O)C(=O)NCCN(C)C)c(OC)cc1Cl | 2.05
CCOC(=O)c1c(C)oc2ccc(OC(=O)c3ccc(C)cc3)cc12 | 0.57
CCSc1ccc(-c2noc(-c3cccc(C(F)(F)F)c3)n2)cn1 | 0.6
Cc1cc(-c2nnc(SC3CCOC3=O)o2)no1 (stereo not drawn) | -2.34
CCCCC(=O)N1c2ccccc2NC2=C(C(=O)CCC2)C1c1cccs1 (stereo not drawn) | -0.59
CCSC1=N/C(=C\c2ccc(OC(C)=O)c(OC(C)=O)c2)C(=O)S1 | 2.89
CC(C)c1ccc(N2CC(C(=O)O)CC2=O)cc1 (stereo not drawn) | 7.63
COc1ccc(NC(=O)Nc2ccc(OC(F)(F)F)cc2)c(OC)n1 | 0.18
COc1ccc(NC(=O)COCC(=O)O)cc1OC | 0.51
CCCS(=O)(=O)c1csc(C(=O)OC)c1N | -0.99
O=C1OC(c2ccccc2)=N/C1=C/c1ccc([N+](=O)[O-])s1 | -0.07
Cc1ccc(-c2ccccc2)n1-c1cccc2cccnc12 | -2.26
Cc1ccc(C2SCCN2S(=O)(=O)c2ccc(Br)cc2)cc1 (stereo not drawn) | -2.44
O=c1[nH]nc(N2CCCCC2)c(=O)[nH]1 | 0.84
Cc1ccc(-n2nc(C)c3c(C)cc(=O)oc32)cc1C | -0.79
Cc1c(C)c2c(c(C)c1O)CCC(C)(COc1ccc(CC3SC(=O)NC3=O)cc1)O2 (stereo not drawn) | -0.99

Overlap with the part before: two compounds, then new ones.
Molecule | Dicer inh
Cc1ccc(-n2nc(C)c3c(C)cc(=O)oc32)cc1C | -0.79
Cc1c(C)c2c(c(C)c1O)CCC(C)(COc1ccc(CC3SC(=O)NC3=O)cc1)O2 (stereo not drawn) | -0.99
C=CCSc1nnc2c(n1)OC(c1ccc(F)cc1)N(C(C)=O)c1ccccc1-2 (stereo not drawn) | 0.25
Cc1ccc(OC(=O)/C=C/c2cccs2)c([N+](=O)[O-])c1 | -2
Cc1cc(C)c(CSCCn2c(C)ccc2C)c(C)c1 | -0.22
CC1CCc2c(sc3nnn(CC(=O)Nc4ccc(Cl)cc4)c(=O)c23)C1 (stereo not drawn) | 3.58*
CCC1SC2=NC(C)=C(C(=O)OC)C(c3ccc(OC(C)=O)c(OC)c3)N2C1=O (stereo not drawn) | 0.53
CCOC(=O)n1c(=S)oc2ccccc21 | 1.62
Cc1onc(-c2c(Cl)cccc2Cl)c1NC(=O)N(C)N | -1.22
O=C(CC(C[N+](=O)[O-])c1ccc(Cl)cc1)c1ccccc1 (stereo not drawn) | -0.93
OC1(c2ccc(Cl)cc2)CCN(Cc2cn[nH]c2-c2ccc(F)cc2)CC1 | -0.13
CC(C)(C)c1nnc(-c2ccc(Oc3cc(Cl)cc(Cl)c3)o2)o1 | 1.25
COc1cccc(NC(=O)Nc2c(-c3cccc(C(F)(F)F)c3)c(C(F)(F)F)nn2C)c1 | -0.27
O=C(O)c1cnc(-c2ccccc2)[nH]1 | -0.55
CCCCCc1c(O)nc(SCCN2CCOCC2)n(-c2ccccc2)c1=O | 3.34*
COc1cc2cc(C(=O)O)c(=O)oc2cc1OC | -2.57
CC(C)N(Cc1ccc(N(C)C)cc1)S(=O)(=O)c1cc(Cl)c(Cl)cc1Cl | 2.89
O=c1ssc(=NCc2ccccc2)n1Cc1ccccc1 | -0.51
N#Cc1ccc(C(=O)CSc2nnc(-c3ccco3)n2-c2ccc(OCc3ccccc3)cc2)cc1 | -0.82
Cc1ccc(-n2cccc2)c(NC(=O)c2cccc(C(F)(F)F)c2)c1 | -1.38
COc1ccc(OC)c(CN2CCN(Cc3cccc4ccccc34)CC2)c1 | 2.71
CC(C)(Oc1ccc(Cl)cc1)C(=O)N1CCC2(CC1)NC(=O)c1ccccc1O2 | -0.43
Clc1ccc(OCOc2ccc(Cl)cc2)cc1 | -0.52
O=C1CC(c2ccc(Cl)cc2)c2ccc3ccccc3c2N1 (stereo not drawn) | 0.16
Clc1ccc(OCc2ccccc2)cc1 | 0.84
CC(=O)/C(N=Nc1c(C)nn(C)c1C)=C(\C)O | -0.13
COc1cccc(C(=O)/C(C#N)=N/Nc2cccc(-c3ccnc(C)n3)c2)c1 | 1.01
COc1ccc(OC2C(=O)N(CCc3ccc(F)cc3)C2c2ccc3c(c2)OCO3)cc1 (stereo not drawn) | 3.33*
O=S(N1CCCCC1)C12CC3CC(CC(C3)C1)C2 (stereo not drawn) | 0.24
O=C(CC1SC(=NC2CC3C=CC2C3)NC1=O)Nc1ccccc1Cl (stereo not drawn) | -2.1
Cc1ccc(N2C(=O)C3C(c4ccccc4Cl)OC4(C(=O)c5ccccc5C4=O)C3C2=O)cc1 (stereo not drawn) | -0.55
CN(C)c1cccc2c(S(=O)(=O)NCc3ccc(S(N)(=O)=O)cc3)cccc12 | -0.46
Cc1cc2ncn(CC(O)COc3ccc(C(=O)O)cc3)c2cc1C (stereo not drawn) | -0.94
CCOC(=O)c1ccc2nc(C(F)(F)F)nc(N3CC(C)CC(C)C3)c2c1 (stereo not drawn) | -1.18
CSC1=C(C#N)C(=O)NC(c2ccccc2O)S1 (stereo not drawn) | -0.17
O=C(O)c1cc2n(n1)C(C(F)(F)F)CC(c1ccco1)N2 (stereo not drawn) | -0.34
CN(C)c1cccc2c(S(=O)(=O)N3CCOCC3)cccc12 | 2.44
Cc1sc(-c2ccc(-c3csnn3)cc2)nc1-c1ccccc1 | -1.03
CCOc1nc(-c2ccccc2)ccc1-c1noc(COc2ccccc2)n1 | -0.51
CCn1nc(C)cc1-c1n[nH]c(=S)n1-c1ccc(Cl)cc1 | -0.1
Cc1ccc(C)c(S(=O)(=O)N(C(=O)c2ccncc2)c2ccc3oc(=O)sc3c2)c1 | -1.7
CC1(C)CC(=O)C=C(NCCCN2CCCC2=O)C1 | 1.62
COc1ccc2cc(C(C)C(=O)Nc3ccc(OC(F)(F)F)cc3)ccc2c1 (stereo not drawn) | 0.66
CCCCc1ccc(NC(=O)Nc2ccc(N3CCN(C)CC3)cc2)c(C)c1 | 0.07
O=[N+]([O-])c1cccnc1Sc1nccc(-c2ccco2)n1 | 0.27
CSc1nnc2c(n1)OC(c1cccc(O)c1)Nc1ccccc1-2 (stereo not drawn) | 0.05
N#Cc1ccsc1NC(=O)CCC(=O)O | 0.24
COCCOC(=O)c1c(C)oc2ccc(OCC(=O)c3ccccc3)cc12 | 0.02
COC(=O)c1scc(S(=O)(=O)C(C)(C)C)c1N | -1.73
Cc1ccc(OCC(=O)NNC(=S)NC(C)c2ccccc2)c2c1CCC2 (stereo not drawn) | -1.56
COc1ccc(Oc2coc3cc(OC(=O)c4ccc(F)cc4)ccc3c2=O)cc1 | 0.4
CCN1C(=O)c2cccc3c(S(=O)(=O)NC(Cc4ccccc4)C(=O)O)ccc1c23 (stereo not drawn) | -0.77
O=C(Nc1cccnc1)c1cc2nc(-c3ccc(Br)cc3)cc(C(F)(F)F)n2n1 | -1.47
Cc1csc(C(=O)Nc2cccc(C(F)(F)F)c2)c1 | -0.13
COc1ccc(C2CC(=O)C=C(NC3Cc4ccccc4C3)C2)cc1OC (stereo not drawn) | 0.62
CC(=O)NC12CC3CC(C1)CC(NC(C)=O)(C3)C2 | -0.09
CCCCOc1cccc(C2c3c(oc4ccccc4c3=O)C(=O)N2c2nnc(C)s2)c1 (stereo not drawn) | -1.19
CCOC(=O)c1cc(C#N)c(Sc2ccccc2)nc1C(F)(F)F | -7
Cn1cnc(S(=O)(=O)NCC2CCN(S(=O)(=O)c3ccccc3)CC2)c1 | 1.17
CCCc1[nH]nc2c1C(c1ccc(OC(=O)N3CCOCC3)cc1)C(C#N)=C(N)O2 (stereo not drawn) | -2.08
S=C(Nc1ccc(C2CC2(Cl)Cl)cc1)Nc1ccc(Cl)cc1Cl (stereo not drawn) | -0.32
COC(=O)c1[nH]c(=O)c2ccccc2c1O | -4.4

Single values from above:
Dicer inh with `CCOC(=O)c1ccc2nc(C(F)(F)F)nc(N3CC(C)CC(C)C3)c2c1` (stereo not drawn) is entered as -1.18
Dicer inh with `COc1ccc2cc(C(C)C(=O)Nc3ccc(OC(F)(F)F)cc3)ccc2c1` (stereo not drawn) is entered as 0.66
Dicer inh with `CCOC(=O)c1cc(C#N)c(Sc2ccccc2)nc1C(F)(F)F` is entered as -7

Fetched by compound from above, 3 records:
Molecule | Dicer inh
CCSc1ccc(-c2noc(-c3cccc(C(F)(F)F)c3)n2)cn1 | 0.6
CCn1nc(C)cc1-c1n[nH]c(=S)n1-c1ccc(Cl)cc1 | -0.1
Cc1cc2ncn(CC(O)COc3ccc(C(=O)O)cc3)c2cc1C (stereo not drawn) | -0.94

Going on with the list:
Molecule | Dicer inh
CCOC(=O)c1sc(NC(=O)c2nc3ncccn3n2)c(C(=O)OC)c1C | -0.32
Cc1cccc(NC(C(=O)O)c2ccccc2)c1 (stereo not drawn) | 5.38*
CCOC(=O)/C(N=Nc1ccc(Cl)cc1Cl)=C(\O)CSc1nc(C)c(C)c(C)c1C#N | -2.8
CCOC(=O)c1c(S(=O)(=O)N2CCN(Cc3ccccc3)CC2)c(-c2ccccc2)n(-c2ccccc2)c1C | 0.2
COc1ccccc1-c1coc2cc(OC(C)C(=O)OCc3ccccc3)ccc2c1=O (stereo not drawn) | 0.11
COc1nnc(-c2ccc(C)c(S(=O)(=O)NC(C)(C)C)c2)c2ccccc12 | -1.71
CCN(CC)CCOC(=O)c1ccc2c(c1)OCCO2 | -1.13
CC(C)(C)c1cc(C(=O)N/N=C/c2ccc([N+](=O)[O-])s2)n[nH]1 | 0.07
CCCc1cc(=O)c2c(O)cccc2o1 | 0.39
CC(C)(C)c1cc(CN2CCOCC2)c(O)c(CN2CCOCC2)c1 | 0.77
Cc1cc(C)nc(N/C=C2\C(=O)c3sccc3N(C)S2(=O)=O)n1 | -0.52
CCOC(=O)CSc1nc(C2CC2)cc(-c2ccccc2)c1C#N | 3.72*
O=C1C2=C(Nc3[nH]c(=O)[nH]c(=O)c3C2c2ccc(Cl)cc2)c2ccccc21 (stereo not drawn) | -0.29
COc1cc2c(cc1OC)C(c1cccc(C)c1)N(C(=O)c1sc3ccccc3c1Cl)CC2 (stereo not drawn) | -1.77
COc1ccc(-c2oc3ncnc(NCCCn4ccnc4)c3c2-c2ccc(OC)cc2)cc1 | 1.31
O=C(NNS(=O)(=O)c1cc(C(F)(F)F)cc(C(F)(F)F)c1)c1sccc1-n1cccc1 | 0.59
COC(OC)c1ccnc(SCC(=O)Nc2ccc(C(C)C)cc2)n1 | -0.56
Cc1ccc(-c2nnc(SCc3ccccc3)o2)cc1 | 2.22
Cc1cccc(OCC(O)Cn2c(CO)nc3ccccc32)c1 (stereo not drawn) | -1.08
CC1(C)CC(=O)c2cnc(NCc3ccco3)nc2C1 | 2.93
O=C(NO)c1csc(-c2cccnc2)n1 | -1.03
COc1ccc(-c2cnc3ncnn3c2N)cc1OC | 0.53
C=C1SC(=Nc2cccc(OC)c2)N(C(=O)C(c2ccccc2)C2CCCC2)C1(C)C (stereo not drawn) | -2.46
CCOc1cc(CNCCSc2nnnn2C)ccc1OC | -1.16
O=C1c2ccccc2C(=O)N1C(CO)C(O)c1ccc([N+](=O)[O-])cc1 (stereo not drawn) | 0.89
O=C(O)c1cc(S(=O)(=O)N2CCOCC2)ccc1Cl | -0.93
COc1cc(OC)cc(-c2nc3n(n2)C(c2ccc(OC)c(OC)c2)C2=C(CC(C)(C)CC2=O)N3)c1 (stereo not drawn) | 0.99
Cc1ccc(S(=O)(=O)N(C(=O)c2ccncc2)c2ccc3oc(=O)sc3c2)c(C)c1 | 7.67*
NCCSC1CC(=O)N(c2ccc(Cl)cc2)C1=O (stereo not drawn) | -1.29
CC1CCN(S(=O)(=O)c2cccc3cccnc23)CC1 | 2.17

3 structures from above, sorted by number of heavy atoms, largest number first:
Molecule | Dicer inh
CCOC(=O)c1c(S(=O)(=O)N2CCN(Cc3ccccc3)CC2)c(-c2ccccc2)n(-c2ccccc2)c1C | 0.2
O=C(NNS(=O)(=O)c1cc(C(F)(F)F)cc(C(F)(F)F)c1)c1sccc1-n1cccc1 | 0.59
O=C1c2ccccc2C(=O)N1C(CO)C(O)c1ccc([N+](=O)[O-])cc1 (stereo not drawn) | 0.89

Other structures.
Molecule | Dicer inh
O=C1CCC(c2ccccc2)C(O)=C1C=Nc1cccc(C(F)(F)F)c1 (stereo not drawn) | 0.03
O=C(Nc1ccccc1)OC1CCCCc2cccnc21 (stereo not drawn) | -0.66
CC(C#N)(Cc1ccccc1)Nc1ccc(Cl)cc1 (stereo not drawn) | 2.51
CN(C)c1nc(C(=O)OCCO)nc(N(C)C)n1 | 0.64
O=c1c(O)c(-c2ccc(O)c(O)c2)oc2cc(O)cc(O)c12 | 0.32
